# Platelet DG rel – modulates dense granule release in human platelets; human platelet-rich plasma, SFLLRN dense granule ATP release, luminescence; inhibition, %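 (compounds screened at 7.5 µM in platelet-rich plasma)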; hit rate 0.22% among 300,000; AID 1663;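 active means mean replicate score, as percent of positive control, at or above 50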
# HSF-1 act – increases HSF-1 driven luciferase reporter signal | hit rate 1.7% among 300,000 | AID 504408 | NIH3T3-HGL HSF-1 luciferase reporter, MG132, 8 h; 100% = twice DMSO control signal | activation, % at 9 µM;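 active means mean replicate activation of at least 50% with a set share of replicates each reaching 50%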;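 further: 0% = median of the neutral control wells and 100% = twice that signal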
# HSP90 refold inh – HSP90 refolding inhibition in rabbit reticulocyte lysate; inhibition, % at 5.6 µM; hit rate 0.91% among 290,000; luciferase refolding luminescence, 3 h;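 active means inhibition above the screen-wide mean plus 3 SD, computed separately per campaign, cut at about 16% in these data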;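 further: 0% = DMSO wells and 100% = 60 µM geldanamycin wells; inhibitors lower the luminescence because luciferase stays unfolded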
# HSF1 inh – HSF1 inhibition | NIH3T3-HGL HSE-luciferase, MG132-induced, luminescence 8 h; active compounds read low | activity change, negative = inhibition, % at 7.5 µM (by protocol) | hit rate 0.77% among 300,000;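 active means more than half of replicate wells show activity change below -50%, luminescence cut by over half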;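 further: luciferase reports HSF-1 transcriptional activity via heat shock element; 0% = median of DMSO wells and -100% = zero luminescence signal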
# SKKanGAS inh – blocks kanamycin growth of S. pyogenes SKKanGAS strain. AID 1662. BacTiter-Glo, 6 h. inhibition, % at 7.5 µM. hit rate 1.3% among 300,000;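 active means mean replicate score, as percent of positive control median, at least 50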;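 further: strain carries kanamycin resistance gene driven by streptokinase promoter and grows in 40 µg/ml kanamycin; loss of luminescence reflects streptokinase promoter inhibition or plain growth inhibition; 0% = median of DMSO wells and 100% = positive control at its reference dose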
# AI-2 QS mod – modulates the Vibrio harveyi AI-2 quorum sensing system; Vibrio harveyi JMH597 AI-2 luminescence/OD600 ratio, 9 h; active compounds read low; strain lacks LuxN and CqsS sensors; 0 = neutral-control median; activity change, % at 7.5 µM; hit rate 0.4% among 300,000; in the data active means activity change below about -75%, passing the limit was not always enough;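 further: luminescence divided by OD600 gain over 9 h not by final OD600 alone; inactives centre near 13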
# IEC-6 cytotox – counter-screen for KLF5 inhibitors: cytotoxicity in IEC-6 cells; IEC-6 cytotoxicity, luminescence viability; inhibition, % at 5 µM; hit rate 0.78% among 290,000; AID 1825; in the data active means inhibition above about 22%;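 further: 0% = plate median of test compound wells and 100% = cytotoxic reference compound wells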
# aSyn UTR inh – MLPCN primary screen, SNCA 5' untranslated region | alpha-synuclein 5'UTR reporter, inhibitor activity | inhibition, % (tested at 7.5 µM) | hit rate 0.82% among 300,000 | AID 1813; in the data active means inhibition above about 60%;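 further: H4 neuroglioblastoma cells stably carrying SNCA 5'UTR luciferase fusion; 0% = DMSO wells and 100% = positive control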
# KLF5 inh – inhibitors of KLF5 expression; hit rate 0.23% among 290,000; AID 1700; DLD-1 KLF5 promoter-luciferase reporter, luminescence; inhibition, % at 5 µM;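 active means inhibition above a per-plate limit of that plate's mean compound inhibition plus 3 SD, cut at about 60% in these data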;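 further: 0% = DMSO wells and 100% = LY294002 at 200 µM; higher means less KLF5 promoter-driven luciferase light; inactives centre near -14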
# HIF act – HIF pathway transcriptional activation; U2OS HRE-luciferase reporter, luminescence; normalized: DMSO 0%, desferrioxamine 100%; activation, % at 7.5 µM (by protocol); hit rate 0.32% among 300,000;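 active means mean activation of at least 10% of the iron chelator positive control signal, with at least half of replicates also reaching 10%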
# Active calls of the source: *; / = not tested or not shown.
no.	structure	Platelet DG rel	HSF-1 act	HSP90 refold inh	HSF1 inh	SKKanGAS inh
1	Cc1ccc(C(=O)NC(C)CCc2ccccc2)cc1[N+](=O)[O-] (centres undefined)	0	18	1	2	0
2	CCOC(=O)c1c(-c2ccccc2)oc2cc(CN(C)C)c(O)c(CN(C)C)c12	-9	4	2	3	-2
3	COc1ccc(CCNc2nc(C)cc(C)n2)cc1OC	4	4	0	13	-1
4	Cc1ccc(C(c2nnnn2CS(=O)(=O)c2ccc(C)cc2)N2CCCC2)cc1 (centres undefined)	-9	23	-4	5	8
5	CCn1ccnc1CN1CCC(CO)(CCOc2ccccc2)CC1	0	9	0	0	-1
6	CC(=O)OCC(=O)Nc1ccccc1C	1	-4	3	-9	6
7	N#Cc1cnn(-c2ccccc2)c1NC(=O)CN1CCOCC1	-4	12	3	-1	1
8	CC(=O)c1c(NCCc2ccccc2)cc(C)oc1=O	14	16	-1	8	4
9	CSc1nc2[nH]ncc2c(=O)n1-c1ccccc1	-1	9	1	0	-1
10	Cn1c(=O)n(C)c2cc(S(=O)(=O)N3CCOCC3)ccc21	15	-5	-2	-1	-1

no.	AI-2 QS mod	IEC-6 cytotox	aSyn UTR inh	KLF5 inh	HIF act
1	-9	0	9	-6	0.0
2	8	4	56	-17	12*
3	9	2	13	-32	-0.7
4	17	-10	4	-3	-0.3
5	-1	-8	1	12	-0.3
6	12	6	-19	-15	-1.1
7	18	4	-13	-2	-0.3
8	24	8	-10	10	0.1
9	20	-4	21	-10	-0.6
10	2	2	22	-1	-0.2

# Remaining list, next part
no.	structure	Platelet DG rel	HSF-1 act	HSP90 refold inh	HSF1 inh	SKKanGAS inh
11	CS(=O)(=O)N1CC(C(=O)O)Oc2ccc(CC(=O)O)cc21 (centres undefined)	-4	-1	4	-1	-3
12	Cc1cc(C)c(/C=N/NC(N)=O)c(C)c1/C=N/NC(N)=O	6	0	-4	0	-3
13	Cc1ccc(S(=O)(=O)N2CCCC2C(=O)OCc2ccccc2)cc1 (centres undefined)	5	18	1	-5	11
14	Cc1ccc(CN2CCN(Cc3cn[nH]c3C3CCCCC3)CC2CCO)cc1 (centres undefined)	-1	-2	2	-1	5
15	COc1ccc(S(=O)(=O)N2CCCCCC2)cc1C(=O)N(CC(C)C)C1CCS(=O)(=O)C1 (centres undefined)	5	1	/	-1	7
16	COc1ccc(NC(=O)CSCC(=O)NCc2ccco2)cc1	2	7	/	-3	-6
17	CCCS(=O)(=O)N1CCCC(C(=O)NC2CCCC(C)C2C)C1 (centres undefined)	-2	-8	4	3	-8
18	COc1ccccc1NC(NC(=O)c1ccco1)C(=O)c1ccccc1 (centres undefined)	0	/	-1	/	11
19	CC(C)OCCCNc1nc2c(c(=O)n(Cc3ccccc3F)c(=O)n2C)n1C	4	6	-3	5	18
20	CCOC(=O)C1=C(N)N(c2ccccc2)C(=O)C1	-55	22	2	0	-6

no.	AI-2 QS mod	IEC-6 cytotox	aSyn UTR inh	KLF5 inh	HIF act
11	32	0	-1	-16	-0.2
12	6	-6	15	-13	-0.2
13	14	-4	-12	-8	-0.1
14	9	0	7	-22	0.8
15	-4	/	-2	/	0.2
16	18	/	-4	/	0.4
17	14	1	-11	-18	-0.2
18	8	-8	-85	-9	0.0
19	10	1	24	-9	0.0
20	9	-2	0	-9	0.0

# (cont.)
no.	structure	Platelet DG rel	HSF-1 act	HSP90 refold inh	HSF1 inh	SKKanGAS inh
21	CCn1c(COc2ccccc2OC)nc2ccccc21	-3	14	-2	4	7
22	O=C(CCCc1ccccc1)NCCS(=O)(=O)N1CCN(c2ccccc2F)CC1	/	19	/	14	-7
23	COc1cc2c(cc1OC)C1=C(C#N)CN(CC(=O)O)CN1CC2	52*	-25	0	-7	0
24	CCCn1nnnc1NC(=O)c1ccc2ccccc2c1	1	-39	4	-37	90*
25	O=C(O)c1cccc(-c2nnn(Cc3ccccc3Cl)n2)c1	-4	-19	59*	-21	5
26	COc1ccc(-c2cnnc(N/N=C/c3ccc(C)o3)n2)cc1	10	20	1	5	1
27	CCOC(=O)/C=C/c1ccccc1S(=O)(=O)NC(C)(C)C	-3	-7	/	-7	0
28	CCN1C(=O)CSC1=Nc1ccc(OC)cc1	0	31	-5	7	2
29	Cc1ccc(C2Nc3cccc4cccc(c34)N2)s1	-1	23	-1	0	4
30	Cc1cccc(S(=O)(=O)c2c(N)n(-c3ccccc3)c3nc4ccccc4nc23)c1	-8	17	-2	14	24

no.	AI-2 QS mod	IEC-6 cytotox	aSyn UTR inh	KLF5 inh	HIF act
21	14	-6	-43	-26	1.1
22	-5	/	-45	/	1.8
23	29	6	5	-28	-0.1
24	-30	4	-21	-28	0.4
25	30	-1	35	-164	-1.9
26	16	4	-24	-6	-0.3
27	-1	/	-13	/	-0.4
28	13	2	-9	-36	0.3
29	17	5	-24	-6	-0.4
30	9	1	17	-7	-0.2

# Profiles as entered above:
# CC(C)OCCCNc1nc2c(c(=O)n(Cc3ccccc3F)c(=O)n2C)n1C reads Platelet DG rel: 4; HSF-1 act: 6; HSP90 refold inh: -3; HSF1 inh: 5; SKKanGAS inh: 18; AI-2 QS mod: 10; IEC-6 cytotox: 1; aSyn UTR inh: 24; KLF5 inh: -9; HIF act: 0.0
# Cc1cccc(S(=O)(=O)c2c(N)n(-c3ccccc3)c3nc4ccccc4nc23)c1 reads Platelet DG rel: -8; HSF-1 act: 17; HSP90 refold inh: -2; HSF1 inh: 14; SKKanGAS inh: 24; AI-2 QS mod: 9; IEC-6 cytotox: 1; aSyn UTR inh: 17; KLF5 inh: -7; HIF act: -0.2

# (more compounds)
no.	structure	Platelet DG rel	HSF-1 act	HSP90 refold inh	HSF1 inh	SKKanGAS inh
31	CCN1C(=O)S/C(=C/c2cn(C)c3ccccc23)C1=O	3	24	-3	23	-9
32	CCCCSc1nnc(-c2ccc(NC(C)=O)cc2)n1C	-4	-4	6	0	-6
33	O=C(NCCc1ccc(Cl)cc1)c1ccc(Br)s1	-5	67*	-2	53	-6
34	O=C(N/N=C/C(Br)=C/c1ccccc1)c1ccc([N+](=O)[O-])cc1	7	59*	5	47	-10
35	O=C1[C@@H]2Cc3c([nH]c4ccccc34)CN2C(=O)CN1CCO	-1	0	5	-7	-2
36	C/C(=N/NC(=O)CN1CCN(S(=O)(=O)c2ccc(Br)cc2)CC1)c1ccncc1	0	0	-4	-2	-4
37	Cc1ccc(NC(=O)CC(O)(C(F)(F)F)C(F)(F)F)c(Br)c1	-6	-1	-4	-9	5
38	CCOC(=O)c1ccccc1N=N/C(C(C)=O)=C(/C)O	-1	0	0	-10	-8
39	O=C1CN(C(=O)COc2c(Cl)cccc2Cl)c2ccccc2N1	-4	-80	/	-74*	-12
40	Cc1ccc(C(=O)Nc2ccn(Cc3ccc(F)cc3)n2)o1	-13	20	0	8	8

no.	AI-2 QS mod	IEC-6 cytotox	aSyn UTR inh	KLF5 inh	HIF act
31	5	2	-61	-17	0.1
32	-42	-2	-22	0	0.1
33	30	0	-180	-139	3.0
34	12	5	-35	-37	3.6
35	5	-2	8	-14	0.3
36	23	-6	11	0	-0.4
37	19	-5	6	-39	/
38	-3	-6	0	-4	-0.5
39	21	/	15	/	-0.3
40	-36	74*	-65	-44	1.8

# (cont.)
no.	structure	Platelet DG rel	HSF-1 act	HSP90 refold inh	HSF1 inh	SKKanGAS inh
41	C/C=C/C(=O)N1c2ccc(C)cc2C(C)=CC1(C)C	4	-16	3	-3	12
42	COc1ccc(/C=C/C=N/NC(=O)COc2ccc(OC)cc2)cc1	0	14	1	4	0
43	CCC(=O)c1ccc(OC(=O)c2ccc(Br)o2)cc1	0	-2	-1	-7	-5
44	CCCCN1C(=O)C(=O)N(CC(=O)NC2CCCc3ccccc32)C1=O (centres undefined)	0	34	2	9	4
45	CCn1nc(C)c(CNC(=O)c2cc(COc3ccccc3SC)on2)c1C	-4	-8	2	0	1
46	O=C(NC1CCN(S(=O)(=O)c2cccc(F)c2)CC1)c1cccc(F)c1	-4	36	3	4	7
47	COc1cccc(CNC(=O)CN2C(=O)CSc3ccc(S(=O)(=O)N4CCOCC4)cc32)c1	15	-30	-5	-8	-3
48	CNC(=S)NNC(=O)c1noc(C)c1C(=O)N1CCN(C(c2ccccc2)c2ccccc2)CC1	-1	-14	4	-2	5
49	Cc1ccc(CCNC(=O)CN(C)S(=O)(=O)c2cnc[nH]2)cc1	9	1	-4	-9	-5
50	CCN(CC)c1ccc(NC(=O)c2ccc3c(c2)OCO3)cc1	2	45	0	-2	-3

no.	AI-2 QS mod	IEC-6 cytotox	aSyn UTR inh	KLF5 inh	HIF act
41	8	3	-5	-18	-0.3
42	11	0	-32	-2	0.7
43	24	-2	5	-6	-0.8
44	-2	3	-36	-6	0.4
45	8	3	-26	-23	0.8
46	135	-2	17	-20	-25
47	32	-9	-11	-25	0.2
48	-8	1	22	-3	0.2
49	17	-1	7	10	-0.3
50	-18	10	-133	-124	3.0

# Looked up by compound from the entries so far:
no.	structure	Platelet DG rel	HSF-1 act	HSP90 refold inh	HSF1 inh	SKKanGAS inh
41	C/C=C/C(=O)N1c2ccc(C)cc2C(C)=CC1(C)C	4	-16	3	-3	12
50	CCN(CC)c1ccc(NC(=O)c2ccc3c(c2)OCO3)cc1	2	45	0	-2	-3
49	Cc1ccc(CCNC(=O)CN(C)S(=O)(=O)c2cnc[nH]2)cc1	9	1	-4	-9	-5

no.	AI-2 QS mod	IEC-6 cytotox	aSyn UTR inh	KLF5 inh	HIF act
41	8	3	-5	-18	-0.3
50	-18	10	-133	-124	3.0
49	17	-1	7	10	-0.3

# (cont.)
no.	structure	Platelet DG rel	HSF-1 act	HSP90 refold inh	HSF1 inh	SKKanGAS inh
51	Fc1cccc(NC(=S)NNc2ccccc2)c1	-2	13	7	2	0
52	CCCC[C@@H]1CNCCN1CCCc1cc(OC)c(OC)c(OC)c1	-1	0	/	5	-1
53	Cc1onc(-c2c(F)cccc2Cl)c1C(=O)NC(=S)NC1CCS(=O)(=O)C1 (centres undefined)	-11	3	-4	-2	-24
54	Cc1cc(C)cc(C(=O)NCC(=O)OCC(=O)NCc2ccco2)c1	-2	-6	3	-4	1
55	Cc1ccc(NC2=NC(=S)N(CC#N)C23CCCCC3)cc1	1	2	2	-2	0
56	COc1ccc(-c2noc(N3CCC(C(=O)Nc4ccccc4Cl)CC3)n2)cc1	-3	-6	2	-3	-1
57	c1ccc(OCc2nnc3n2N=C(c2ccccc2)CS3)cc1	0	/	1	/	10
58	COC(=O)CSc1nnc(CNC(=O)c2ccc(S(=O)(=O)N3CCOCC3)cc2)n1C	15	-1	1	0	-1
59	Cc1ccccc1C(=O)NCCN1CCOCC1	-6	-22	0	-22	1
60	CCCCN(C)CCCNC(=O)c1ccc(N2CCCC2=O)cc1	1	-28	-3	-18	6
61	O=C(CCN1C(=O)S/C(=C/c2ccc(Cl)cc2)C1=O)N1CCOCC1	17	28	-3	7	-1
62	Cc1ccc2c(c1)N(CCC(=O)NCCN1CCOCC1)C(=O)CO2	2	-7	2	0	-9

no.	AI-2 QS mod	IEC-6 cytotox	aSyn UTR inh	KLF5 inh	HIF act
51	11	6	-140	-12	0.8
52	0	/	6	/	1.7
53	-1	-9	15	-7	0.4
54	-12	-3	-7	3	-0.1
55	12	6	10	-10	-1.7
56	28	8	-15	-19	0.3
57	28	1	-1	-9	/
58	27	-4	14	0	-0.3
59	8	-4	-9	-8	0.2
60	-6	2	-7	-32	-0.8
61	23	-2	18	-19	-0.1
62	14	-2	-3	-21	-0.7

# Bioassay records as filed in PubChem.
